Screens as filed in PubChem.
AmpC det inh: AmpC beta-lactamase inhibition, detergent assay; purified AmpC, nitrocefin hydrolysis with detergent; Potency, µM (titrated, usually from 28.7 µM), without a hit: top-dose activity change, negative = inhibition; P00811; AID 584; 0.09% of 71,000 active; active = well fitted curve in the direction sought with a large enough effect
Target sequence (P00811 whole entry, looked up): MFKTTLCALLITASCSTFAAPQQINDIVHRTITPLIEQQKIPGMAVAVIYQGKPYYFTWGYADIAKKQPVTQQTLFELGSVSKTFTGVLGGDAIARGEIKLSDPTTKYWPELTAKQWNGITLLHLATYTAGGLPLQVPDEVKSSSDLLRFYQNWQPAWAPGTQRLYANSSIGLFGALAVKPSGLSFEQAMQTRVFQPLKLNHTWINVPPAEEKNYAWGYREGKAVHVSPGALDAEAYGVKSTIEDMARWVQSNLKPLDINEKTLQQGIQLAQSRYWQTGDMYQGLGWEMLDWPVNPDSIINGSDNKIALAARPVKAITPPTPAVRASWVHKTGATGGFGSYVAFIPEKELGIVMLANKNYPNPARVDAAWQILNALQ
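E. coli AmpC (5.3 nM) in 20 mM phosphate pH 7.0 with 0.01% Triton X-100, preincubated 15 min RT with compound; nitrocefin (2 uL of 800 uM stock) hydrolysis followed by 480 nm absorbance every 20 s over 4 min.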
Active calls of the source: *; & = joins results of further samples; [ ] = another dose, or the depositor's remark. % is set by controls: 0 for no effect and ±100 for the full control effect; potency is the fitted concentration of half-maximal effect.

SMILES | AmpC det inh
O=S1(=O)CC2(N3CCOCC3)CCCCCCC21 (stereo not drawn) | 2%
Cc1ccc(-c2nc(C(=O)NC3CCCCCC3)no2)cc1 | 6%
FC(F)(F)c1ccc2c(c1)NP(=S)(N1CCOCC1)c1nccn1-2 (stereo not drawn) | -5%
CCN1C(=O)CSc2ccc(C(=O)NCc3ccco3)cc21 | -2%
Cc1ccc(OCCN2CCN(C(=O)CCC(=O)Nc3nnc(C(C)C)s3)CC2)cc1 | -3%
Cc1cc(O)c(C(C)C)cc1NC(=O)Nc1cccc2ccccc12 | 0%[5.75 µM]
COc1ccc2c(c1)c(=O)oc1cc(OCC(=O)NC3CC3)ccc12 | -5%
Cc1nnc(SCCC(=O)Nc2nc(-c3ccccc3)ns2)s1 | -5%
COc1ccc(Nc2nc(N)nc(CN3CCOCC3)n2)cc1 | 0%
S=C(NC1CCCCC1)N1CCC([C@H]2C=NC=N2)CC1 | -2%[12.8 µM]
O=C1CC(C(=O)Nc2nccs2)C(c2ccccc2)O1 (stereo not drawn) | 5%
COCCN(C(C)=O)c1nnc(-c2ccccn2)s1 | 0%
NS(=O)(=O)c1ccc(NC(=O)CCc2ccccc2)cc1 | -5%
COc1ccc(C2CC(=O)N3CN(c4ccc(C)c(Cl)c4)CSC3=C2C#N)cc1 (stereo not drawn) | 7%
Oc1ccc2c3c1O[C@H]1c4[nH]c5c(c4C[C@@]4(O)[C@@H](C2)N(CC2CC2)CC[C@]314)C[C@]1(O)[C@H]2Cc3ccc(O)c4c3[C@@]1(CCN2CC1CC1)[C@@H]5O4 | -1%
COc1ccccc1C1=NOC(Cn2c(=O)c3c(ncn3C)n(C)c2=O)C1 (stereo not drawn) | 13%
Cc1nn(Cc2ccccc2)c(C)c1CCC(=O)O | -4%
CCCCNC(=O)C1CC(=O)N(CCC(C)C)C1 (stereo not drawn) | -2%
CCCC(=O)N(c1ccc(OC)cc1)C1C=CS(=O)(=O)C1 (stereo not drawn) | -1%
Cn1c(C(=O)N2CCN(C(=O)c3ccco3)CC2)cc2c(=O)n3ccccc3nc21 | 1%
CCOC(=O)C(C)n1cnc2c(cnn2-c2ccc(Cl)cc2)c1=O (stereo not drawn) | 11%
CC(C(=O)N1CC2(C)CC1CC(C)(C)C2)N1C(=O)c2ccccc2C1=O (stereo not drawn) | -4%
COc1cc(NC(=O)c2ccc(Br)o2)c(C(=O)O)cc1OC | -5%
c1cncc(-c2nnc(SCCSc3nnc(-c4cccnc4)o3)o2)c1 | 11%
Cc1cc(C)nc(SCC(=O)NC2=NC(=O)C(C)S2)n1 (stereo not drawn) | -6%

A stretch taken from the entries so far, for reference:
SMILES | AmpC det inh
O=S1(=O)CC2(N3CCOCC3)CCCCCCC21 (stereo not drawn) | 2%
Cc1ccc(-c2nc(C(=O)NC3CCCCCC3)no2)cc1 | 6%

(listing goes on)
SMILES | AmpC det inh
O=C(O)c1ccc(CSc2nnnn2C2CCCCC2)cc1 | -5%
CCOC(=O)C1CCN(c2cc(=O)n(-c3ccccc3Cl)c(=O)[nH]2)CC1 | -1%
COCCOC(=O)C1=C(C)NC(C)=C(C(=O)OC(C)C)[C@@H]1c1cccc([N+](=O)[O-])c1 | -5%&0%
CCn1c(Cc2ccccc2)nnc1SCC(=O)NC(C)(C)C | -5%
Cn1c(C2CCCN2C(=O)OC(C)(C)C)n[nH]c1=S (stereo not drawn) | 8%
Oc1cc(Cl)cc(Cl)c1 | 5%
O=S(=O)(O)C1CCNCC1 | -1%
COc1ccc(OC)c(NC(=O)CCN2CC(C)OC(C)C2)c1 (stereo not drawn) | 0%
CC(=O)Nc1ccc(C(=O)CS(=O)(=O)c2ccc(C)cc2)cc1 | -2%
COc1ccccc1CNC(=O)C1COc2ccccc2O1 (stereo not drawn) | 6%
CCC(=O)N1C(=O)CCN(C(C)=O)c2ccccc21 | -2%
CC(C)C(NC(=O)c1ccccc1)C(=O)NCc1ccccn1 (stereo not drawn) | -2%
CC1(C)CN=C(Nc2ccccc2C(F)(F)F)S1 | 36%
FC(F)(F)c1ccccc1-c1cncnc1-n1ccnc1 | 10%
CC1CCCc2sc3nc(NCc4ccco4)n4ncnc4c3c21 (stereo not drawn) | 15%
O=C(N1CCCCCC1)N1CCN(S(=O)(=O)N2CCOCC2)CC1 | 0%
Cc1cccc(C)c1NC(=O)C1(N(Cc2ccco2)C(=O)CC2NC(=O)NC2=O)CCCCC1 (stereo not drawn) | -1%
CCOC(=O)N1CCC(NC(=O)c2cnn3cccnc23)CC1 | 0%
O=c1[nH]c2cc3c(cc2cc1C(c1nnnn1Cc1ccccc1)N1CCCc2ccccc21)OCO3 (stereo not drawn) | 8%
COc1ccc(N(CC(=O)Nc2ccc3c(c2)OCO3)S(=O)(=O)c2c(C)nn(C)c2C)cc1 | 5%
Cc1ccc2[nH]c3c(c2c1)CN(C(=O)CN1CCN(c2cccc(C)c2C)CC1)CC3 | -4%
Cn1c(=O)c2ncn(CC(=O)NCCOc3ccc(C(C)(C)C)cc3)c2n(C)c1=O | -2%
COCC(C)NS(=O)(=O)c1ccc(OC)cc1 (stereo not drawn) | 0%
Cc1c(-c2nc(N)nc(Nc3ccccc3F)n2)oc2ccccc12 | 1%
CCCOC(=O)C1C2C=CC3(CN(c4ccc(Cl)c(F)c4)C(=O)C13)O2 (stereo not drawn) | 13%
SMILES | AmpC det inh
Nn1c(SC/C=C/c2ccccc2)nnc1-c1ccco1 | -2%
COc1cccc2c1C(=O)c1c(O)c3c(c(O)c1C2=O)C[C@](O)(C(C)=O)C[C@H]3O[C@@H]1C[C@H](N)[C@H](O)[C@H](C)O1 | -1%[12.8 µM]
COc1ccccc1N1CCN(CCN2C(=O)CC3(CCCC3)CC2=O)CC1 | -1%&2%
CN1CCCC2(CCN(C(=O)c3ccncc3)CC2)C1 | -6%
Cc1onc(-c2ccccc2)c1C(=O)Nc1nnc(-c2ccncc2)s1 | -3%
O=C(O)CSCc1cccc2ccccc12 | -3%[5.75 µM]
CCC(CC)C(=O)NCCc1cc2c(C)ccc(C)c2[nH]c1=O | 11%
CCc1nc2oc3ccccc3c(=O)c2c(=O)n1Cc1ccc(OC)cc1 | 10%
Cc1cc(N(C)Cc2ccccc2)nc(-c2ccccc2)n1 | -1%
CC12CCC(C(=O)N(c3ccccn3)c3ccccn3)(OC1=O)C2(C)C (stereo not drawn) | -1%
CCn1c(COc2ccccc2C)nnc1SCC(=O)N1CCC(C)CC1 | -2%
COc1cccc(-c2nc(CS(=O)CC(=O)NC3CCCC3)c(C)o2)c1 (stereo not drawn) | 8%
CCc1ccc(-c2nnn(Cc3nc4ccccc4s3)n2)cc1 | 3%
Cc1cccc(C)c1NC(=O)N1CCN(C2CCCCC2)CC1 | -2%
COC(=O)C1C(=O)C2=C(CC1C)NC(=O)CC2c1cccc(C)c1 (stereo not drawn) | -4%
CCCSC(=O)Cl | 8%
Cc1ccc(S(=O)(=O)NC2CCCCC2)cc1 | 12%
COc1ccc(Cn2c(=O)oc3ccc(C)cc32)cc1OC | -2%
Cc1ccc(C)c(NC2=CC(=O)CC(C)(C)C2)c1C#N | -1%
O=C(NCc1ccco1)c1nc2nc(-c3cccs3)cc(C(F)(F)F)n2n1 | 8%
Cc1ccc(NC(=O)Cn2c(=O)n(Cc3ccco3)c(=N)c3c4c(sc32)COC(C)(C)C4)cc1 | 9%
CN(Cc1ccco1)c1cc(-c2cccc(NS(C)(=O)=O)c2)ncn1 | 4%
C=CCn1c(C)cc(C(=O)CSc2nc3ccccc3o2)c1C | -1%
CNC(=O)CN(c1ccc(OC)cc1)S(=O)(=O)c1ccc(F)cc1 | 0%
COc1ccc(S(=O)(=O)N(C)CC(=O)Nc2ccccc2SC)cc1Cl | -5%
SMILES | AmpC det inh
Cc1ccc(-c2cc(C(=O)NCc3ccc4c(c3)OCO4)no2)cc1 | -5%
C[C@@H](NC(=O)C1(N)CCCC1)C(=O)O | -2%[5.75 µM]
COc1ccc2cc(C(c3nnnn3C(C)(C)C)N3CCSCC3)c(=O)[nH]c2c1 (stereo not drawn) | 2%
CC1(C)CC(n2c(NCCO)nc3c(c2=O)C2(CCCC2)Cc2ccccc2-3)CCO1 (stereo not drawn) | 6%
CNS(=O)(=O)c1cc(O)c2c(S(=O)(=O)NC)cccc2c1 | 8%
Cc1occc1-c1nnc(SCC(=O)N2CCN(c3ccccc3F)CC2)n1C | 3%
Cc1ccccc1-c1ccc2ncnc(N3CCOCC3)c2c1 | 10%
COc1ccccc1NC(=O)c1[nH]c(C)c(C(C)=O)c1C | -2%
O=C1C(Cl)=C(N2CCCCCC2)C(=O)N1c1ccccc1 | 9%
CC(C)NS(=O)(=O)c1cccc2nsnc12 | -3%
CCOC(=O)c1sc(NC(=O)CSc2nnnn2-c2ccccc2)nc1C | -4%
O=C(NCc1cccnc1)c1nnc(Cc2ccc(F)cc2)o1 | 3%
Nn1cc(-c2ccccc2)nc1SCC(=O)N1CCN(S(=O)(=O)c2ccc(Cl)cc2)CC1 | -4%
CC1CCCCN1S(=O)(=O)c1ccc(C(=O)Nc2nnc(-c3cccs3)o2)cc1 (stereo not drawn) | 11%
NC(=O)c1ccsc1NC(=O)CSc1ccccc1F | 22%
CC(C)CC(=O)N[C@H](C(=O)N[C@H](C(=O)N[C@@H](CC(C)C)[C@H](O)CC(=O)N[C@@H](C)C(=O)N[C@@H](CC(C)C)[C@H](O)CC(=O)O)C(C)C)C(C)C | 8%[12.8 µM]
Cc1nc(NCC2CCCO2)nc2c1C(=O)CC(C)C2 (stereo not drawn) | 19%
CCOCCCNC(=O)Cn1cc2c(n1)CCCC2 | 4%
CCN(CC)c1nc(N)nc(NS(=O)(=O)c2ccc(Cl)cc2)n1 | 0%
Cc1ccc(Cl)c(Nc2ccccc2C(=O)O)c1Cl | -4%[12.8 µM]
CSc1ccc(Cl)c(C(=O)OCC(=O)NCc2ccco2)c1 | -6%
O=C(CN1CCN(c2ccc(F)cc2)CC1)N1CCOCC1 | 11%
CCc1cccc(Nc2cc(C)nc3ncnn23)c1 | 4%
O=C(O)CCC(=O)Nc1ccc(S(=O)(=O)Nc2nccs2)cc1 | 0%[12.8 µM]
Cc1csc(=N)n1CC(=O)N1CCc2ccccc21 | 0%
SMILES | AmpC det inh
NC(=O)CN(c1ccccc1)C1SC(=O)N(Cc2ccccc2)C1=O (stereo not drawn) | 7%
CSc1nnc2n(CCc3ccccc3)c(=O)c3c4c(sc3n12)CCCC4 | -3%
Cc1ccc(NC(=O)C(C)N2C(=O)c3ccccc3C2=O)cc1 (stereo not drawn) | 8%
CC(=O)Oc1cc2c(C(=O)NCCCN3CCOCC3)c(C)oc2c2ccccc12 | -2%
CCCCCn1c(N)c(C(=O)NCCN2CCOCC2)c2nc3ccccc3nc21 | 8%
CCn1cc(C(=O)NCc2ccco2)c(=O)c2cc(S(=O)(=O)N3CC(C)CC(C)C3)ccc21 (stereo not drawn) | -4%
CC1(C)CC(=O)C(C=NCCN2CCN(C(=O)Cc3ccccc3)CC2)=C(O)C1 | -2%
O=C(c1ccccc1)c1ccc(C(=O)O)c(C(=O)O)c1 | 4%
C=CCn1c(O)c(CN2CCN(Cc3ccccc3)CC2)c(C)c(C#N)c1=O | -1%
CCC(C)(C)NC(=O)CN(C(=O)CNS(=O)(=O)c1ccc(C)cc1)c1ccc2c(c1)OCCO2 | -1%
O=C(NCCc1c[nH]c2ccccc12)C1Cc2ccccc2CN1C(=O)c1ccco1 (stereo not drawn) | -1%
CN(C)CCCNc1c2c(c(C#N)c3nc4ccccc4n13)CCC2 | -2%
Cn1c(=O)c2c(nc(N3CCN(Cc4ccccc4)CC3)n2CCSc2ncccn2)n(C)c1=O | 6%
c1ccc2c(c1)nnn1c3ccccc3nc21 | 9%
O=C(NC1CCCC1)c1ccc2nc[nH]c2c1 | -2%
CC(NC(=O)C(c1ccccc1)c1ccccc1)C(=O)O (stereo not drawn) | -3%
COc1ccc(Cl)cc1N=Nc1ncc[nH]1 | 3%
Cc1c(C(C)NC(=O)Nc2ccc(F)cc2F)cnn1C (stereo not drawn) | -3%
CC(=O)Nc1c(C)cc(OCC(=O)O)cc1C | -2%[5.75 µM]
COc1cccc(C(c2nnnn2C(C)(C)C)N2CCN(C3CCCCC3)CC2)c1OC (stereo not drawn) | 0%
CC1Cc2ccccc2N1C(=O)CSc1nnc(NC(=O)Cc2cccs2)s1 (stereo not drawn) | 8%
CN1C(=O)N(C)C(=O)C(CCc2ccccn2)(CCc2ccccn2)C1=O | 4%
O=C(c1n[nH]c2ccccc12)N1CCN(S(=O)(=O)c2ccc3ccccc3c2)CC1 | -8%

Arranged by SMILES length (rising): 15 of the compounds above.
SMILES | AmpC det inh
COc1ccc(Cl)cc1N=Nc1ncc[nH]1 | 3%
O=C(NC1CCCC1)c1ccc2nc[nH]c2c1 | -2%
CC(NC(=O)C(c1ccccc1)c1ccccc1)C(=O)O (stereo not drawn) | -3%
O=C(c1ccccc1)c1ccc(C(=O)O)c(C(=O)O)c1 | 4%
CN(C)CCCNc1c2c(c(C#N)c3nc4ccccc4n13)CCC2 | -2%
NC(=O)CN(c1ccccc1)C1SC(=O)N(Cc2ccccc2)C1=O (stereo not drawn) | 7%
CC1Cc2ccccc2N1C(=O)CSc1nnc(NC(=O)Cc2cccs2)s1 (stereo not drawn) | 8%
CCCCCn1c(N)c(C(=O)NCCN2CCOCC2)c2nc3ccccc3nc21 | 8%
CN1C(=O)N(C)C(=O)C(CCc2ccccn2)(CCc2ccccn2)C1=O | 4%
C=CCn1c(O)c(CN2CCN(Cc3ccccc3)CC2)c(C)c(C#N)c1=O | -1%
O=C(NCCc1c[nH]c2ccccc12)C1Cc2ccccc2CN1C(=O)c1ccco1 (stereo not drawn) | -1%
CC1(C)CC(=O)C(C=NCCN2CCN(C(=O)Cc3ccccc3)CC2)=C(O)C1 | -2%
O=C(c1n[nH]c2ccccc12)N1CCN(S(=O)(=O)c2ccc3ccccc3c2)CC1 | -8%
Cn1c(=O)c2c(nc(N3CCN(Cc4ccccc4)CC3)n2CCSc2ncccn2)n(C)c1=O | 6%
CCC(C)(C)NC(=O)CN(C(=O)CNS(=O)(=O)c1ccc(C)cc1)c1ccc2c(c1)OCCO2 | -1%

A portion of the library; rates above refer to the full screens.
